# Source: PubChem BioAssay (several laboratories)
# PLCb3 inh: blocks human PLC-beta3 enzyme activity. Q01970. Purified PLC-beta3, fluorogenic substrate, fluorescence. inhibition, % at 12.2 µM. 0.18% of 370,000 active; in the data active means inhibition above about 11%;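 further: 0% = median of compound wells on plate and 100% = full blocker control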
# sPLA2-III inh: Inhibits HGIII-sPLA2 liposome hydrolysis, primary screen; inhibition, % at 12.2 µM; Q9NZ20; AID 743126; QFRET BODIPY PC-A2 liposome hydrolysis, fluorescence; 0.56% of 370,000 active;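 active means inhibition above mean plus 3 SD of compounds lying within the high and low control bounds, cut at about 19% in these data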;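 further: 0% = median of test compound wells and 100% = no enzyme DMSO wells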
# PG9 Ab binder: PG9 antibody binding by small molecule; TR-FRET gp120-PG9 antibody binding; inhibition, % at 6.7 µM; 0.43% of 360,000 active; AID 624416; in the data active means inhibition above about 8.5%
# ssDAF-12 act: activators of S. stercoralis DAF-12 nuclear receptor | HEK293 ssDAF-12/GRIP1 lit1-tk-luc reporter, luminescence; % of 3 µM dafachronic acid response | activation, % at 6.8 µM | 1% of 370,000 active;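 active means activation above the mean over all tested compounds plus 3 SD, cut at about 0.9% in these data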;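 further: 0% = DMSO-only wells and 100% = 3 µM delta7-dafachronic acid wells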
# DAX1 inh-1: blocks DAX1 repression of SF-1 activated StAR promoter; AID 652010; 1.1% of 370,000 active; HEK293T StAR-luciferase reporter, SF-1/DAX-1 repression relief; inhibition, % at 6.8 µM;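 active means inhibition above the mean over all tested compounds plus 3 SD, cut at about 3.6% in these data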;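 further: 0% = DAX-1 cells with DMSO and 100% = cells lacking DAX-1 with DMSO; higher inhibition means more luminescence from relief of DAX-1 repression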
# NR1D1 modulator: modulators of human Rev-erb alpha DNA binding; Rev-erbα–FITC-DNA binding, fluorescence polarization, 90 min; activity, % at 10 µM; P20393; AID 1259318; 0.79% of 370,000 active;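 active means activity above about 14%, limit read from the data; passing the limit was not always enough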;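 further: 0% = DMSO wells with 35 nM protein and 100% = DMSO wells with 750 nM protein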
# Target sequence (P20393 whole entry, looked up): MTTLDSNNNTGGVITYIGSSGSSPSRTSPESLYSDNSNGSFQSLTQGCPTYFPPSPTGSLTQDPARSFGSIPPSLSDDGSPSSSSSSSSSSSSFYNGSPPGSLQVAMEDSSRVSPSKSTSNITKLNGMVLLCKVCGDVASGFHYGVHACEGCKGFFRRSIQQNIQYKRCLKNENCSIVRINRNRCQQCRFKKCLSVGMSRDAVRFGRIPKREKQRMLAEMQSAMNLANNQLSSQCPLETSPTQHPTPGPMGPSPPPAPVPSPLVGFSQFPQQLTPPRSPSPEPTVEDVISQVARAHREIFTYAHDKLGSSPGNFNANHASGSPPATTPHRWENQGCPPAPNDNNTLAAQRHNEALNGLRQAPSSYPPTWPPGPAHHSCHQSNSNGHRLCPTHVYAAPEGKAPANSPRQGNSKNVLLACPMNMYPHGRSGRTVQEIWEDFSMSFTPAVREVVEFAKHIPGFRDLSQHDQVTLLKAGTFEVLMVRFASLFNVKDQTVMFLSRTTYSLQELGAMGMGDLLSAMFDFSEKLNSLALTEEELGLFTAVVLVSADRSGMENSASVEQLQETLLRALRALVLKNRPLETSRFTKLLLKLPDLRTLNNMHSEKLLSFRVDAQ
# DAX1 inh-2: inhibitors of human orphan nuclear receptor DAX1 (NR0B1) | P51843 | HEK293 Gal4-DAX1 luciferase reporter, luminescence | inhibition, % at 6.75 µM | 0.99% of 340,000 active | AID 504766;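 active means inhibition above the mean over all tested compounds plus 3 SD, cut at about 4.2% in these data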;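 further: 0% = DAX1-transfected cells with DMSO and 100% = empty-vector control cells with DMSO; inhibition shows as a rise in luminescence from relieved DAX1 repression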
# Target sequence (P51843 207-470 limits assumed): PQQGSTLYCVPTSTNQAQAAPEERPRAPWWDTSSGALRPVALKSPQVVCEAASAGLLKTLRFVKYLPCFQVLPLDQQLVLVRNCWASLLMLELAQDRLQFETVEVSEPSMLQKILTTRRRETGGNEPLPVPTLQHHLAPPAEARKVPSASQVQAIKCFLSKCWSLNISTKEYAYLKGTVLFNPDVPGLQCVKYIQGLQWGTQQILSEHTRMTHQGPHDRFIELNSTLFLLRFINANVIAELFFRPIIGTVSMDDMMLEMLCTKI
# hgDAF12 agonist: hgDAF-12 agonism, primary luciferase screen | 1.8% of 370,000 active | HEK293 GAL4-hgDAF12 UAS-luciferase reporter, agonist luminescence; normalized to butyrate control | activation, % at 6.8 µM;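 active means activation above a cutoff set at the mean of all screened compounds plus 3 SD, cut at about 10% in these data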;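 further: 0% = DMSO wells and 100% = sodium butyrate wells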
# hcDAF12 agonist: H. contortus DAF-12 activation, primary screen | 1.4% of 370,000 active | HEK293 hcDAF-12 lit1-tk-luc reporter, luminescence; 0% DMSO, 100% Δ7-dafachronic acid | AID 652067 | activation, % at 6.8 µM;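 active means activation above the mean of all tested compounds plus 3 SD, cut at about 5.5% in these data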;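 further: 100% = response to 3 µM Δ7-dafachronic acid high control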
# GAA850 FXN act: frataxin GAA850 promoter activation | HEK293 lucGAA850 FXN promoter luciferase reporter, 24 h; percent of 10 µM SAHA response | activation, % at 6 µM | 0.56% of 360,000 active | AID 540364;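 active means activation above the average of all compounds screened plus 3 SD, cutoff fixed separately per campaign, cut at about 7.5% in these data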;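 further: 0% = DMSO wells and 100% = 10 µM SAHA wells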
# SMARCA2 act: activators of SMARCA2 function. MG213 cells, MMTV-luciferase reporter, dexamethasone, overnight. activation, % at 9.1 µM. 1% of 370,000 active. AID 652017; in the data active means activation above about 7.8%;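 further: 0% = vehicle wells and 100% = reference activator wells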
# * marks the source's active call; other numbers are inactive results; i = inactive; x = not tested or not shown.
SMILES,PLCb3 inh,sPLA2-III inh,PG9 Ab binder,ssDAF-12 act,DAX1 inh-1,NR1D1 modulator,DAX1 inh-2,hgDAF12 agonist,hcDAF12 agonist,GAA850 FXN act,SMARCA2 act
Cc1ccccc1CN1N=C(/C=C/c2ccccc2)CCC1=O,0,-4,-2.8,-1.3,0.1,-2,-0.6,0.2,-0.4,1.5,-5
COC(=O)CSc1nc2ccc(NC(=O)c3ccccc3C(=O)N3CCOCC3)cc2s1,-9,17,1.0,0.7,-0.5,-2,-0.8,-0.3,1.5,1.7,-2
COc1ccc(C(=O)N/C(=C\c2ccc(Cl)cc2)C(=O)NCCN2CCOCC2)cc1,-17,6,-0.2,-1.2,0.8,4,0.5,0.8,-2.6,0.8,-3
N#CC1=C(N)N=C(SCc2ccccc2)C(C(N)=O)C12CCCCC2 (stereo unspecified),1,0,-1.1,-1.5,-0.5,-5,-0.2,0.1,-1.6,-2.2,-5
CC(C)(N[C@@H](Cc1c[nH]c2ccccc12)C(=O)NCCCc1ccccc1)C(=O)NCc1ccccc1,1,-78,x,-1.8,x,3,x,0.7,1.5,x,x
COc1ccc(NS(=O)(=O)c2cc(NC(=O)c3nc4nc(C)cc(C)n4n3)ccc2C)cc1,-6,-3,-0.4,-1.7,-0.4,-4,-1.3,3.1,-2.7,2.6,-3
CCCn1c(SCC(=O)Nc2nonc2C)nnc1-c1ccoc1C,-30,0,0.5,-0.4,0.1,-5,2.0,2.3,0.1,-1.6,-1
CSc1nc2ccc(NC(=O)C3=NNC(=O)CC3)cc2s1,0,1,-3.3,0.2,2.3,3,1.2,7.4,5.6*,2.9,-3
c1ccc(CNc2ccc3c(c2)ncn3C2CCCCC2)nc1,-16,0,-1.4,-1.4,-1.1,-7,1.4,-2.0,-2.6,-0.4,-2
COc1ccc(C2/C=C\CN(S(=O)(=O)c3ccc(C)cc3)CC(=O)N2Cc2ccc(F)cc2)cc1 (stereo unspecified),6,-8,-1.6,-1.2,-0.1,-4,-0.2,3.0,-0.7,1.8,0
O=C(Cc1cccc2ccccc12)N/N=C1\CCCc2ccccc21,-5,-9,0.1,-1.4,-1.3,2,-0.6,-3.4,-1.2,-0.8,-6
CC1CN(C(=O)c2cc(Br)c(Br)s2)CC(C)O1 (stereo unspecified),-4,7,0.7,-1.4,-0.5,1,-0.8,-0.3,1.0,-0.3,1
COc1ccc(OC)c(C2C(C(=O)c3sc(C)nc3C)=C(O)C(=O)N2CCN2CCOCC2)c1 (stereo unspecified),-11,-3,0.7,-0.2,0.4,-4,0.6,2.0,1.3,0.2,1
CCCCOc1ccc(C(=O)NCc2ccco2)cc1,-2,-8,-0.2,-1.5,-0.8,1,-0.8,-0.4,0.5,2.3,1
Cc1cc(OCC(=O)Nc2ccc(CN3CCOCC3)cc2)c2c(C)cc(=O)oc2c1,-180,-6,-1.6,-1.3,0.4,2,0.7,2.2,-1.4,1.9,-1
O=C(c1ccsc1)N1CCCC(N2CCN(c3cccc(Cl)c3)CC2)C1 (stereo unspecified),-1,2,-2.0,-1.1,-2.5,-3,0.0,1.9,1.1,0.5,-3
CC(C)(C)NC(=O)NC(=O)COC(=O)Cn1c(C(F)(F)F)nc2ccccc21,2,-6,-0.2,-1.1,-0.5,-1,-0.9,1.7,-1.3,1.2,-4
c1ccc(CSc2nnc(-c3cccs3)n2Cc2ccco2)cc1,-3,-8,-1.2,-0.2,-0.3,2,-1.0,-1.1,-1.3,1.9,0
CCCc1cc(C(=O)NNC(=S)NCC)c2ccccc2n1,-14,14,-1.9,-1.1,-0.1,0,-0.8,-0.8,0.1,2.5,-2
CCN(CC)CCOC(=O)/C=C/c1ccccc1OC,-43,-2,-2.0,-0.9,0.1,1,0.3,0.6,-1.6,-2.6,-2
CCOC(=O)[C@]12CCC=C1N(Cc1cccc3ccccc13)C(=O)[C@H](CC(=O)NCc1ccccc1)C2,-1,-21,-1.8,-0.8,1.1,-8,x,7.0,0.2,x,-2
CCC(C)c1ccc(NC(=O)COc2c(F)c(F)c(C(F)(F)F)c(F)c2F)cc1 (stereo unspecified),0,-2,-0.8,-0.6,-0.8,0,-0.9,0.9,0.1,0.8,-2
COC(=O)c1cc(S(=O)(=O)N2CCN(c3ccc(C(C)=O)cc3)CC2)c[nH]1,-23,-3,-0.2,-1.2,-0.6,0,-0.8,0.8,-0.6,-0.8,-3
NC(=S)Nc1ccc2cc[nH]c2c1,2,7,-2.2,-1.9,-0.6,-3,0.1,7.6,0.1,3.0,1
Cc1cc(Br)cc2c1NC(=O)C2(c1c(C)n(C)n(-c2ccccc2)c1=O)c1c(C)n(C)n(-c2ccccc2)c1=O,-1,-2,1.0,-0.3,0.0,-7,-0.8,1.0,1.0,-2.2,-9
O=C1NC(c2cccs2)C(C(=O)c2ccccc2)C(O)(C(F)(F)F)N1 (stereo unspecified),2,2,-0.6,-0.9,0.3,2,1.3,-2.2,-0.8,0.6,-2
COCCNC(=O)c1c[nH]c2cc(OC)c(OC)cc2c1=O,0,-2,0.2,-0.9,-0.7,-3,1.3,-0.8,-1.4,-1.4,-2
Cc1c(O)ccc2c(CN3CCOCC3)cc(=O)oc12,i,3,0.5,-1.1,-0.2,-2,-0.2,1.7,-0.6,0.7,1
CC1(C)S/C(=N/N=C/c2ccco2)NC1=O,7,-1,-3.2,0.4,-0.3,0,0.4,-1.2,3.0,2.0,5
COc1ccc(-c2noc(CN(C)C(=O)CCCN3C(=O)[C@H]4CC=CC[C@H]4C3=O)n2)cc1,-1,5,-3.6,-1.6,-0.6,8,1.0,-2.2,-0.7,-0.8,-3
CC(=O)N(Cc1ccc(Br)cc1)c1ccccc1C(=O)O,-13,5,-1.4,-1.4,0.3,6,-0.4,-2.8,-1.7,-1.1,-1
O=C(NC1CCCC1)C(c1ccc(F)cc1)N(Cc1ccc(F)cc1)C(=O)CCl (stereo unspecified),2,5,-1.1,-1.4,0.2,3,-0.5,1.5,1.5,-3.8,1
CN1CCN(CCCNc2c(C=O)c(=O)[nH]c3ccccc23)CC1,-7,-5,-1.2,-0.7,0.2,1,0.6,1.6,0.8,0.4,1
Cc1cccc(C)c1-n1nnnc1C(c1cccc2ccccc12)N1CCN(C/C=C/c2ccccc2)CC1 (stereo unspecified),-2,-11,-2.2,-0.8,-2.3,3,x,2.7,-0.3,x,-2
COC(=O)CN1C(=S)N(c2ccc(OC)cc2)C(=O)/C1=C/c1cccs1,1,5,2.4,-0.5,-0.6,-3,-0.7,0.7,0.0,0.2,1
O=C(NCc1ccco1)C(c1ccncc1)N(C(=O)Cn1nnc2ccccc21)c1ccccc1F (stereo unspecified),-4,-4,1.5,-1.3,-0.1,7,1.1,-1.8,0.5,-0.3,0
O=S1(=O)CCS(=O)(=O)C1c1ccccc1,-5,20*,-0.3,-2.0,0.1,2,-0.8,3.5,-1.4,-0.5,3
CCCC(=O)N1CCC1(C)C(=O)Nc1ccc2nc(C)ccc2c1 (stereo unspecified),-14,2,-0.5,-1.6,0.1,4,x,1.4,1.1,0.9,-1
CCOC(=O)CCCCNC(=O)Nc1ccccc1,-7,-3,0.2,-2.0,-0.1,1,-0.3,0.8,-1.1,-1.7,-1
CC(C)(C)c1ccc(S(=O)(=O)NNC(=O)C2CCN(Cc3cccc(F)c3)CC2)cc1,4,-35,-0.7,-0.8,0.4,-4,0.0,4.2,-0.6,2.7,-4
COC(=O)C1=NN(c2ccc(Cl)cc2)C2C(=O)N(c3ccccc3OC)C(=O)C12 (stereo unspecified),i,-2,-0.4,-1.1,1.0,-2,2.1,1.6,2.0,2.1,-1
COc1cccc(C(O)c2ncc(-c3cccc4ccccc34)[nH]2)c1 (stereo unspecified),-20,0,0.7,-1.4,0.1,2,x,-3.7,-1.1,0.1,-3
COC(=O)c1cc(-c2ccc(Cl)cc2)n(-c2ccc(S(N)(=O)=O)cc2)n1,2,-8,-0.4,-1.3,-0.9,-2,-0.6,7.9,-1.6,-0.9,-2
CCOC(=O)CC1(NC(=O)c2cc(COc3c(F)cccc3F)on2)CCCCC1,-7,-2,-0.6,-1.5,0.0,-2,-1.4,-5.0,-2.0,1.9,-3
O=C(CCC(=O)N(CC(=O)NC1CCCCC1)Cc1ccccc1)Nc1ccccn1,7,-1,0.8,-0.7,-0.2,-6,0.2,-2.2,-1.1,1.8,1
CC1(C)CC(NC(=O)c2cc([N+](=O)[O-])cc([N+](=O)[O-])c2)CC(C)(C)N1,-7,14,-0.5,-0.4,-1.0,0,1.6,-2.7,-2.5,0.5,-2
O=C(CSc1ccc(-c2cccnc2)nn1)Nc1ccccc1C(F)(F)F,-5,1,-8.0,-1.1,-1.3,-4,1.0,-1.6,-2.2,0.1,-3
CCOc1ccc(NS(=O)(=O)c2ccc(NC(=S)NC(=O)C(C)C)cc2)cc1,2,-14,0.2,-1.6,-0.4,-2,0.1,-1.9,-1.3,-0.4,0
COc1ccc(C(=O)NCC(=O)OCC(=O)Nc2cc(OC)ccc2OC)cc1,2,1,0.6,-1.2,0.1,1,1.2,0.3,-1.4,-1.4,-3
COc1ccc(Cc2nc3ccc(C(=O)NCCCSC)cc3o2)cc1OC,-9,-1,-0.4,0.4,0.3,4,2.2,7.6,3.4,4.2,1
CCc1noc(C)c1C(=O)NNC(=O)c1cc(OC)c(OC)c(OC)c1,-2,1,-1.0,-0.9,3.0,-7,-1.2,-2.0,0.2,-1.3,-4
CC1CC1C(=O)OCC(=O)NCc1ccc(Cl)cc1 (stereo unspecified),1,-1,0.5,-0.3,-0.4,3,0.1,-1.3,-1.2,0.8,-2

# Profiles from above. Order of screens: PLCb3 inh | sPLA2-III inh | PG9 Ab binder | ssDAF-12 act | DAX1 inh-1 | NR1D1 modulator | DAX1 inh-2 | hgDAF12 agonist | hcDAF12 agonist | GAA850 FXN act | SMARCA2 act
# COc1ccc(C(=O)NCC(=O)OCC(=O)Nc2cc(OC)ccc2OC)cc1 is listed as 2 | 1 | 0.6 | -1.2 | 0.1 | 1 | 1.2 | 0.3 | -1.4 | -1.4 | -3
# COC(=O)c1cc(-c2ccc(Cl)cc2)n(-c2ccc(S(N)(=O)=O)cc2)n1 is listed as 2 | -8 | -0.4 | -1.3 | -0.9 | -2 | -0.6 | 7.9 | -1.6 | -0.9 | -2
# COC(=O)C1=NN(c2ccc(Cl)cc2)C2C(=O)N(c3ccccc3OC)C(=O)C12 (stereo unspecified) is listed as i | -2 | -0.4 | -1.1 | 1.0 | -2 | 2.1 | 1.6 | 2.0 | 2.1 | -1
# CCOC(=O)CC1(NC(=O)c2cc(COc3c(F)cccc3F)on2)CCCCC1 is listed as -7 | -2 | -0.6 | -1.5 | 0.0 | -2 | -1.4 | -5.0 | -2.0 | 1.9 | -3
# COc1cccc(C(O)c2ncc(-c3cccc4ccccc34)[nH]2)c1 (stereo unspecified) is listed as -20 | 0 | 0.7 | -1.4 | 0.1 | 2 | x | -3.7 | -1.1 | 0.1 | -3
